# Screening results from PubChem.
# Peg3 promoter: reduces Peg3 promoter-driven luciferase expression in HeLa; HeLa PEG-Prom luciferase reporter, luminescence, overnight; inhibition, % at 20 µM; 1.7% of 360,000 active;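 active = inhibition of at least 50% at 20 µM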
# KKLEB tox: CF airway cell cytotoxicity counter-screen; 0.36% of 360,000 active; AID 602141; KKLEB CF airway cells viability, ATPlite luminescence, overnight; stronger effect = lower value; cells stimulated with P. aeruginosa culture filtrate; activity change (cytotoxicity), % at 5 µM;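 active = corrected activity change at or below -50% at 5 µM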
# CaV13 ICDI inh: Primary screen for inhibitors of IQ motif and Ca2+-dependent inactivation inhibitor domain binding in CACNA1D, Förster resonance energy transfer in living cells, …. inhibition, % at 12.3 µM. 0.098% of 340,000 active. HEK cells, CFP/YFP FRET ICDI-IQ, plate reader, 10 min; percent FRET-ratio fall versus neutral wells;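 active = mean replicate inhibition of at least 30% and at least 1% of replicates passing that level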;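 note: 0% = median of the neutral control wells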
# Vif imaging: inhibitors of HIV Vif | HEK293T cells, Vif self-association by quenched fluorescence, imaging, 24 h | inhibition, % at 7.49 µM | 0.35% of 340,000 active; in the data active = inhibition above about 50%, passing the limit was not always enough; note: some results filed as inactive read as strong as hits
# NR2E3 ag-1: agonists of human NR2E3 nuclear receptor. Q9Y5X4. CHO-S Gal4-NCOR/VP16-NR2E3 two-hybrid, luciferase. inhibition of corepressor binding, % at 3.98 µM. 0.35% of 360,000 active. AID 602229;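 active = inhibition above the mean of all tested compounds plus 3 SD, cut at about 70% in these data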;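 note: 0% = DMSO with NR2E3 transfected cells and 100% = cells lacking NR2E3 construct; higher means lower luciferase signal from less NR2E3 corepressor binding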
# Target sequence (Q9Y5X4 whole entry, looked up, the tested form may be a part): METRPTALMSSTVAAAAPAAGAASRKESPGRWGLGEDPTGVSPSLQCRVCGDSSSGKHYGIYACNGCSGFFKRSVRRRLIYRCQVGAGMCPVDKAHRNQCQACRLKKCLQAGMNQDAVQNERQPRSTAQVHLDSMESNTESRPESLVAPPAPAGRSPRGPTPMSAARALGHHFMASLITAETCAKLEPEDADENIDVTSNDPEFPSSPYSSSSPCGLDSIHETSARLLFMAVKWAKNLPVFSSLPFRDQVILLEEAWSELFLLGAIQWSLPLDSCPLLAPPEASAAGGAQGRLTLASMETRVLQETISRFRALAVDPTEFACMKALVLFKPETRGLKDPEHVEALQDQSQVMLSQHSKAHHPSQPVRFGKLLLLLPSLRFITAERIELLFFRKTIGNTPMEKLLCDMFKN
# CF NFkB block: inhibitors of cystic fibrosis induced NF-kB. KKLEB NF-kB-GFP reporter, PAF-induced, GFP fluorescence overnight. AID 588850. 0.86% of 360,000 active. inhibition, % at 5 µM;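 active = at least 50% inhibition at 5 µM, scaled per plate between neutral and stimulator controls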;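 note: PAF is a Pseudomonas aeruginosa culture filtrate used as stimulus; plate controls were PAF-stimulated DMSO wells for no effect and unstimulated DMSO wells for full effect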
# HIF-2a inh: blocks HIF-2a reporter activity; inhibition, % at 18.8 µM; 786-0 RCC cells HIF-2a reporter, luciferase luminescence, overnight; 0.72% of 360,000 active;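 active = inhibition of the luminescence signal of 40% or more relative to plate controls, in a single-dose primary screen at 18.75 µM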
# Shn3 3UTR inh: Schnurri-3 reporter inhibition in Clone20 osteoblasts; Clone20 osteoblast Shn3 3'UTR firefly luciferase, 24 h; 0.52% of 360,000 active; inhibition, % at 12.5 µM;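 active = mean inhibition of at least 75% with every replicate also reaching 75%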;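 note: 0% = median of neutral control wells and 100% = pilot-screen positive control compound; some compounds past the cut are filed as inactive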
# NR2E3 ag-2: NR2E3 (human) agonism; Q9Y5X4; GST-NR2E3/biotin-RetCOR TR-FRET, 1536-well; inhibition of corepressor binding, % at 4.78 µM; 0.12% of 320,000 active; AID 2300;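 active = percent inhibition above the cutoff of mean plus 3 SD of all tested compounds, set per screening campaign, cut at about 20% in these data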;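 note: 0% = DMSO wells and 100% = biotin wells as full block of FRET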
#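 System: GST-NR2E3 and biotin-RetCOR proteins; probe or stimulus: 7 nM biotin-RetCOR; doses: compound at 4.8 µM, single dose; schedule: Compound–protein incubation for 5 h at 4 °C; detection: time-resolved FRET; read-out: percent inhibition; controls: biotin wells as high control, 0.6% DMSO wells as low control; format: 1536-well plates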
# PDI turbidity: blocks human protein disulfide isomerase activity. P07237. PDI insulin aggregation turbidity, A650, 90 min. inhibition, % at 10 µM. 0.052% of 350,000 active;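 active = mean inhibition across replicates of 30% or more, whatever share of single replicates reach that level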;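 note: absorbance from insulin aggregation driven by PDI reduction with DTT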
# Target sequence (P07237 whole entry, looked up): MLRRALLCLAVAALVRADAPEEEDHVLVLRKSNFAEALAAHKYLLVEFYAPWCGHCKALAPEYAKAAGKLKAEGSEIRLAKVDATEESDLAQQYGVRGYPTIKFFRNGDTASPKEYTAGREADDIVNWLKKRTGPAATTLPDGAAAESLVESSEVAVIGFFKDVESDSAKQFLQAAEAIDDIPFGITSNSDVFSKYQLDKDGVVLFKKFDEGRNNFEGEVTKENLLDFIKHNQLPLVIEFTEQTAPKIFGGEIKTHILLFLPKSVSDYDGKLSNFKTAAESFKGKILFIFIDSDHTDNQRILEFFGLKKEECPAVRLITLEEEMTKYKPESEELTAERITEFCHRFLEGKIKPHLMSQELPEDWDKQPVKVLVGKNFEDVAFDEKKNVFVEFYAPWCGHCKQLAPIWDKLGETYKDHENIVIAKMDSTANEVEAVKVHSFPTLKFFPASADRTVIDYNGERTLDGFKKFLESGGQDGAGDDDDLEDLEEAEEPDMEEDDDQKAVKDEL
# MITF TRPM1 inh: inhibitors of MITF-driven TRPM1 promoter in melanoma cells | AID 488899 | SK-MEL-5 TRPM1 promoter luciferase, 24 h | 0.83% of 330,000 active | inhibition, % at 12.5 µM;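 active = mean inhibition across replicates of 60% or more, whatever share of single replicates reaches that level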; note: values of inactives mirror those of a sister screen read the other way
# Numbers without * were called inactive; nt = not tested or not shown. Rows were taken by chance (roughly 3.3% active in at least one column).
no.	Molecule	Peg3 promoter	KKLEB tox	CaV13 ICDI inh	Vif imaging	NR2E3 ag-1	CF NFkB block
1	CCn1cc(C(=O)NCc2ccco2)c(=O)c2cc(S(=O)(=O)N3CCc4ccccc4C3)ccc21	37	-8	-6	1	-7	0
2	O=S(=O)(NCc1ccco1)c1ccccc1Br	-51	5	-10	1	-29	-25
3	CC(=O)Nc1ccc2nc(C3CCCCC3)[nH]c2c1	-24	2	-4	1	-7	6
4	CCOc1ccc(NC(=O)CN(C)C(=O)C2CCCO2)cc1OCC (configuration not stated)	8	-4	-4	nt	-8	3
5	COc1ccc(-c2n[nH]c(=S)n2/N=C/C=C\c2ccccc2OC)cc1	22	7	-4	2	-3	-5
6	O=C(CCSc1ccc(Cl)cc1)NN=C1CCCCCC1	8	-7	-3	-2	17	23
7	O=C(CN1CCN(c2ccccc2)CC1)N/N=C/c1cccc(F)c1	-4	0	-5	5	18	14
8	CCCCCc1ccc(-c2cn(Cc3ccc([N+](=O)[O-])cc3)nn2)cc1	-97	3	nt	nt	-38	-19
9	CNc1ncnc2c1ncn2[C@H]1CN(C2CCCC2)C[C@@H](CO)O1	2	8	-7	3	-4	-11
10	Cc1ccc(S(=O)(=O)c2cc(C)cc(S(=O)(=O)Nc3ccc(C(=O)O)cc3)c2C)cc1	4	3	-3	10	-10	-1
11	O=C(NCc1ccc(F)cc1)Nc1cccc(Cl)c1	-181	0	-4	0	-64	0
12	O=C(Nc1cccc(NC(=O)c2cccnc2Cl)c1)c1ccco1	-35	-12	-5	0	-21	14

no.	HIF-2a inh	Shn3 3UTR inh	NR2E3 ag-2	PDI turbidity	MITF TRPM1 inh
1	19	12	-6	17	9
2	-8	12	2	-1	-8
3	-41	-8	1	4	-4
4	0	-7	nt	-2	0
5	-12	12	-2	19	-2
6	14	-6	4	-1	3
7	8	3	3	-11	21
8	-21	19	1	3	-24
9	8	-2	nt	-6	nt
10	17	3	1	9	nt
11	-209	-59	2	2	-61
12	-19	-3	-3	-1	-6

# (next part)
no.	Molecule	Peg3 promoter	KKLEB tox	CaV13 ICDI inh	Vif imaging	NR2E3 ag-1	CF NFkB block
13	Cc1c(C(=O)NC2CCS(=O)(=O)C2)oc2ccccc12 (configuration not stated)	-3	8	-4	1	-11	7
14	CCN(CC(=O)NC(=O)NCc1ccco1)Cc1ccccc1	4	-8	-6	16	14	10
15	O=C(NCC1CCCO1)C(c1ccncc1)N(Cc1ccc(F)cc1)C(=O)CN1C(=O)c2ccccc2S1(=O)=O (configuration not stated)	2	1	-9	-4	15	7
16	Cc1ccc(/C=C/C(=O)N2CC(C)CC(C)C2)o1 (configuration not stated)	76*	6	0	-8	-16	11
17	COc1ccccc1C(CNc1ncnc2sc(C)c(C)c12)N(C)C (configuration not stated)	1	-10	-4	4	-1	7
18	COC(=O)c1cc(=O)n(Cc2ccc3c(c2)OCO3)c(=Nc2ccccc2)s1	17	1	-7	-3	-8	16
19	Cc1cc(C)c(NC(=O)c2cc(S(=O)(=O)N3CCOCC3)ccc2F)c(C)c1	15	5	-13	6	-15	1
20	COCC(C)n1c(C)cc(C(=O)COC(=O)c2ccc(N3CCCC3=O)cc2)c1C (configuration not stated)	10	6	-5	5	-17	-12
21	NC(=O)c1ccc(NS(=O)(=O)c2ccccc2F)cc1	6	1	-7	1	-14	1
22	Cc1ccc([C@H]2C(C(=O)O)=CC[C@@H](c3cccc(C)c3)N2S(=O)(=O)c2ccc(C)cc2)cc1	1	2	-10	nt	-17	22
23	COc1cc(/C=C/c2nc(N)nc(-c3ccccc3O)n2)cc(OC)c1OC	37	-1	-5	22	14	26
24	O=C(C[C@@H]1C/C=C\C[C@H](Cc2ccc(F)cc2)C(=O)OCCNC1=O)NCCO	-1	-6	-12	-1	-17	-9

no.	HIF-2a inh	Shn3 3UTR inh	NR2E3 ag-2	PDI turbidity	MITF TRPM1 inh
13	-8	11	0	-11	28
14	1	-3	-3	4	-2
15	6	3	-5	5	11
16	39	27	2	7	9
17	17	28	-2	5	11
18	16	8	3	nt	nt
19	7	-3	-1	8	0
20	9	-8	3	-4	10
21	12	-5	3	4	7
22	15	-12	nt	-5	-2
23	4	8	-1	13	-7
24	6	-3	nt	-3	-3

# The list goes on.
no.	Molecule	Peg3 promoter	KKLEB tox	CaV13 ICDI inh	Vif imaging	NR2E3 ag-1	CF NFkB block
25	CCOC(=O)c1c(C)n(C)c2ccc(O)c(CN3CCN(C)CC3)c12	0	4	nt	0	6	-8
26	COC(=O)c1ccc(NC(=O)c2snnc2-c2ccccc2)cc1	1	-1	-5	0	2	-18
27	Cc1ccc(CC2(C)C(=O)Nc3ccc(OC(F)(F)F)cc32)cc1 (configuration not stated)	23	16	-6	-5	-2	-7
28	CC1CCCCN1C(=O)CSc1nnc(-c2cccnc2)n1C1CCCCC1 (configuration not stated)	-10	3	-9	7	-9	2
29	CS(=O)(=O)N1CCN(C(=O)c2cc(-c3cccnc3)nc3ccc(Br)cc23)CC1	13	-2	8	-1	-6	-7
30	CC1Cc2ccccc2N1CC(=O)Nc1cccc(S(N)(=O)=O)c1 (configuration not stated)	12	5	-2	4	-6	-2
31	Cn1nccc1C(=O)N1CCc2c([nH]c3ccccc23)C1c1ccc(F)cc1 (configuration not stated)	4	0	-5	-3	8	0
32	C/C(=N/OC(=O)c1cccc(C(F)(F)F)c1)c1cnccn1	9	-3	-6	-2	15	8
33	COc1nccnc1NS(=O)(=O)c1ccc(NC(=S)NC(=O)/C=C/c2ccccc2)cc1	13	5	-4	7	2	-5
34	O=C(Cc1c(F)cccc1Cl)NCc1cccnc1	22	17	-3	8	30	5
35	O=[N+]([O-])c1ccc(OCC(O)CN(CCO)CCO)cc1 (configuration not stated)	7	-12	-3	-4	-6	8
36	COc1cc(C(=O)Nc2ccc(S(=O)(=O)N(C)c3ccccc3)cc2)cc(OC)c1OC	16	4	-3	-3	0	1

no.	HIF-2a inh	Shn3 3UTR inh	NR2E3 ag-2	PDI turbidity	MITF TRPM1 inh
25	-3	18	-1	-3	7
26	5	-9	3	4	12
27	11	-18	nt	5	nt
28	-3	-1	-1	5	10
29	9	3	3	-1	10
30	18	6	1	1	9
31	-49	-7	2	-5	23
32	8	13	3	-5	4
33	21	7	2	-3	13
34	10	5	6	0	-2
35	13	-10	5	7	-7
36	13	13	2	12	19

# Remaining list, next part:
no.	Molecule	Peg3 promoter	KKLEB tox	CaV13 ICDI inh	Vif imaging	NR2E3 ag-1	CF NFkB block
37	O=c1sc(/C=N/Nc2ccccc2)c(Cl)n1Cc1ccccc1	-141	-3	-1	0	-62	-5
38	Cc1ccc2cccc(OCCCOc3ccccc3CO)c2n1	-1	-12	-2	-2	-3	-7
39	Cc1ccc2oc(=O)c3cc(C(=O)N4CCN(C)CC4)sc3c2c1	-2	-7	-4	-2	-10	-26
40	Cc1nc2ncnn2c(N2CCC(C(=O)NC3CCCC3)CC2)c1Cc1ccccc1	7	-18	-6	-11	-22	-2
41	COc1ccc(OCC(=O)OCC(=O)NC2CCCC2)cc1	-4	-4	-5	17	-18	-19
42	Cc1cccc(N2CCN(C(C)C(=O)N3CCc4ccccc43)CC2)c1C (configuration not stated)	6	5	-8	8	5	-5
43	Cn1nc(C(=O)N2CCOCC2)c2ccccc2c1=O	2	12	-4	4	-30	-12
44	CCOC(=O)CSc1nnc(Cn2nnc(-c3ccccc3)n2)n1CC	-6	4	-5	4	-14	-10
45	COc1ccccc1OCC(=O)Nc1nnc(C2CCCC2)s1	-70	8	-7	-4	-13	-35
46	CCCS(=O)(=O)c1nc(S(=O)(=O)c2ccc(C)cc2)c(N2CC(C)OC(C)C2)s1 (configuration not stated)	4	-2	-4	0	18	4
47	CC(Sc1nnc(Cc2ccc3c(c2)OCO3)o1)C(N)=O (configuration not stated)	9	5	1	-5	-4	3
48	CCc1ccc(NC(=O)C(C)Oc2nnc(-c3cccs3)c(-c3cccs3)n2)cc1 (configuration not stated)	33	0	-1	2	23	-3

no.	HIF-2a inh	Shn3 3UTR inh	NR2E3 ag-2	PDI turbidity	MITF TRPM1 inh
37	-191	-16	0	0	-54
38	-24	23	0	-4	-8
39	9	-38	2	1	0
40	21	21	1	0	11
41	12	-2	nt	-3	-10
42	3	-3	4	-8	2
43	24	9	-2	-7	20
44	-11	10	0	-4	-8
45	-92	-21	0	7	-12
46	19	2	0	-3	15
47	10	-9	-3	-5	7
48	17	-26	3	0	1

# An excerpt from above in order of SMILES length, largest number first:
no.	Molecule	Peg3 promoter	KKLEB tox	CaV13 ICDI inh	Vif imaging	NR2E3 ag-1	CF NFkB block
46	CCCS(=O)(=O)c1nc(S(=O)(=O)c2ccc(C)cc2)c(N2CC(C)OC(C)C2)s1 (configuration not stated)	4	-2	-4	0	18	4
48	CCc1ccc(NC(=O)C(C)Oc2nnc(-c3cccs3)c(-c3cccs3)n2)cc1 (configuration not stated)	33	0	-1	2	23	-3
40	Cc1nc2ncnn2c(N2CCC(C(=O)NC3CCCC3)CC2)c1Cc1ccccc1	7	-18	-6	-11	-22	-2
42	Cc1cccc(N2CCN(C(C)C(=O)N3CCc4ccccc43)CC2)c1C (configuration not stated)	6	5	-8	8	5	-5
39	Cc1ccc2oc(=O)c3cc(C(=O)N4CCN(C)CC4)sc3c2c1	-2	-7	-4	-2	-10	-26
44	CCOC(=O)CSc1nnc(Cn2nnc(-c3ccccc3)n2)n1CC	-6	4	-5	4	-14	-10
37	O=c1sc(/C=N/Nc2ccccc2)c(Cl)n1Cc1ccccc1	-141	-3	-1	0	-62	-5
47	CC(Sc1nnc(Cc2ccc3c(c2)OCO3)o1)C(N)=O (configuration not stated)	9	5	1	-5	-4	3
45	COc1ccccc1OCC(=O)Nc1nnc(C2CCCC2)s1	-70	8	-7	-4	-13	-35
43	Cn1nc(C(=O)N2CCOCC2)c2ccccc2c1=O	2	12	-4	4	-30	-12

no.	HIF-2a inh	Shn3 3UTR inh	NR2E3 ag-2	PDI turbidity	MITF TRPM1 inh
46	19	2	0	-3	15
48	17	-26	3	0	1
40	21	21	1	0	11
42	3	-3	4	-8	2
39	9	-38	2	1	0
44	-11	10	0	-4	-8
37	-191	-16	0	0	-54
47	10	-9	-3	-5	7
45	-92	-21	0	7	-12
43	24	9	-2	-7	20

# Other structures follow:
no.	Molecule	Peg3 promoter	KKLEB tox	CaV13 ICDI inh	Vif imaging	NR2E3 ag-1	CF NFkB block
49	O=c1oc(-c2ccccc2[N+](=O)[O-])nc2ccccc12	5	9	nt	1	-18	0
50	O=C(NCc1cccs1)c1ccc(CS(=O)Cc2cccc(Cl)c2)o1 (configuration not stated)	22	8	-3	3	-3	3
51	Cc1nonc1C(=O)N/N=C/c1ccncc1	14	-6	-15	-21	-17	13
52	CCOc1ccc(OCCCC(=O)N2CCN(S(=O)(=O)c3ccc(Cl)cc3)CC2)cc1	5	9	-3	-4	19	-16

no.	HIF-2a inh	Shn3 3UTR inh	NR2E3 ag-2	PDI turbidity	MITF TRPM1 inh
49	17	1	-1	-4	11
50	4	-1	1	-3	-8
51	6	-12	1	6	2
52	12	-5	2	-9	1
